# Screening data (PubChem BioAssay)
# Abeta rescue: compounds reversing amyloid beta toxicity in yeast; yeast expressing A-beta42, growth rescue, OD600, 48 h; response scale: 0% DMSO, 100% iron-clioquinol control; Potency, µM (doses to about 46.1 µM), for the others: at the top dose growth rescue, hits mostly activators; 410,000 tested, 0.063% active; further: potency means the concentration at half of the fitted maximal effect; nearly all actives have a fitted effect of over 55% in size
#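 Yeast growth medium received pinned compounds, then yeast cells expressing toxic A-beta were added; plates incubated at 30 C for 48 hr. Growth read as absorbance at 600 nm, normalized to DMSO and equimolar FeCl3 plus clioquinol controls.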
# PLK1 PBD inh: inhibitors of human PLK1 polo-box domain binding; 360,000 tested, 2.8% active; Potency, µM, without a hit: max response, negative = inhibition, most hits filed as inhibitors; AID 720504; P53350; Plk1 PBD binding of FITC phosphopeptide, fluorescence polarization; further: potency means the concentration at half of the fitted maximal effect; series mostly up to about 57 µM; on the % scale 0 is the no-effect control and ±100 the full control effect; nearly all actives have a fitted effect of over 65% in size
# Target sequence (P53350 whole entry, looked up, the tested form may be a part): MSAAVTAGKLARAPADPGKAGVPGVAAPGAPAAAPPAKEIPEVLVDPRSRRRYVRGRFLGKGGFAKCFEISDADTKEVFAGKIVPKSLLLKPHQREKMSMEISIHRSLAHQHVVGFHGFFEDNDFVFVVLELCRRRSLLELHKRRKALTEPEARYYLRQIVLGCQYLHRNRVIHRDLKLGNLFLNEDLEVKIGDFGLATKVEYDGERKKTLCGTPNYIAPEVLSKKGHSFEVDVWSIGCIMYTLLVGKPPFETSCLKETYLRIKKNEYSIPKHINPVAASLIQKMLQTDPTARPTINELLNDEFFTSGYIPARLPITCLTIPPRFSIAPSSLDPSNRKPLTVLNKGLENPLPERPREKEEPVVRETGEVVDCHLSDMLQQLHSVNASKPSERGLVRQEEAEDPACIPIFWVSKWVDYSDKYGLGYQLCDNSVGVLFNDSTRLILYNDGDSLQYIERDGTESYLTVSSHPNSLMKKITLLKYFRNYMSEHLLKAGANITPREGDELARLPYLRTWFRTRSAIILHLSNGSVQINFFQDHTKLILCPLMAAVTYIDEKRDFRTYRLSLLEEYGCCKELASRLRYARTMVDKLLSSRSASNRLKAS
# FUS suppressor: FUS proteinopathy suppression in yeast; S. cerevisiae FUS-expressing, growth rescue, OD600, 24 h; Potency, µM (doses to about 76.6 µM), inactives show at the top dose growth rescue (activation), usual class: activators; 390,000 tested, 0.24% active;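 further: potency means the concentration at half of the fitted maximal effect; plate controls were DMSO vehicle for no effect and reference control for full effect; nearly all actives have a fitted effect of over 55% in size; some results filed as inactive show a strong effect at the top dose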
#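 Galactose (2%) drives FUS expression in yeast precultured in raffinose; seeding density OD 0.005. Test compounds incubated 24hr at 30C and 99% humidity before absorbance at 600 nm was measured.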
# PI5P4Ka inh: inhibitors of human PI5P4K alpha. P48426. PI5P4Kalpha enzyme, ADP-Glo luminescence, 60 min; active compounds read low. max response, %. 330,000 tested, 1.2% active. AID 652105; active means max response of -50% or lower; inconclusive means between -30% and -50%; inactive means -30% or higher; further: value at the top dose of about 77 µM; on the % scale 0 is the no-effect control and ±100 the full control effect
# Target sequence (P48426 whole entry, looked up): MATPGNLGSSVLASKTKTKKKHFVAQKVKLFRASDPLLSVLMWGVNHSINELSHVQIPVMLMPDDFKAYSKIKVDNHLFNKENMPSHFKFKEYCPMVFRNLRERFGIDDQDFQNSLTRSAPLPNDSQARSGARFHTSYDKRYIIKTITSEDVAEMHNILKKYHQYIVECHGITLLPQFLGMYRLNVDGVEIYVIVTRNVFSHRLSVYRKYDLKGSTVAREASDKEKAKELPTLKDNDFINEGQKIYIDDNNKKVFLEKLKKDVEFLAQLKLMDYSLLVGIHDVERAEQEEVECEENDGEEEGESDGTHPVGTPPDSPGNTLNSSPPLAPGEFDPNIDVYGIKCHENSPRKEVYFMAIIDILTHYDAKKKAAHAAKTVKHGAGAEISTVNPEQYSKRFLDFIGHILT
#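 qHTS, 1536-well: enzyme/substrate mix, compound by pin tool, 5 microM ATP final; RT 60 min; ADP-Glo reagents 1 (45 min) then 2 (30 min); luminescence.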
# IL2 activator: IL-2 activation | activation, % (series mostly up to about 46 µM) | AID 652025 | IL-2 activation reporter assay, cell-based qHTS; stimulated with anti-CD3/CD4/CD28 beads; in transgenic mouse T cells | 360,000 tested, 0.065% active; in the data active means activation above about 50%; inconclusive means mostly about 30% to 49%; further: 0% is about no effect
#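 Unstimulated transgenic mouse T cells preincubated 60 min with compound, then stimulated with anti-CD3/anti-CD4-coated beads plus anti-CD28 for 18 h at 37 degrees C. IL-2 response read as EGFP and DsRed fluorescence by plate cytometry.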
# WRN helicase inh: blocks human WRN helicase | WRN helicase unwinding, fluorescent forked duplex, kinetic | Potency, µM (highest dose often 114 µM), without a hit: at the top dose activity change, negative = inhibition, hits mostly inhibitors | 360,000 tested, 0.46% active | AID 651768; further: potency means the concentration at half of the fitted maximal effect; on the % scale 0 is the no-effect control and ±100 the full control effect; nearly all actives have a fitted effect of over 55% in size
#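 Kinetic fluorescence helicase assay: unwinding of a quenched forked DNA duplex (100 nM final) with 2 mM ATP final raises red fluorescence (525/598 nm). Compounds sat 15 min at room temperature with 20 nM WRN beforehand.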
# EPAC1 antag: blocks human EPAC1 exchange factor; Potency, µM (top dose mostly 115 µM), inactives show top-dose activity change, negative = inhibition, hits mostly inhibitors; AID 720709; 360,000 tested, 0.14% active; EPAC1 GEF assay, Rap1b-BODIPY-GDP exchange fluorescence;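 further: potency means the concentration at half of the fitted maximal effect; plate controls were vehicle for no effect and positive control for full effect; nearly all actives have a fitted effect of over 50% in size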
# EPAC1 ag: agonists of human EPAC1; O95398; EPAC1 agonist qHTS, biochemical assay; response scale: 100% = response to 6.5 mM cAMP; Potency, µM (highest dose often 154 µM), without a hit: at the highest dose activation, actives largely listed as activators; 360,000 tested, 0.073% active; further: potency means the concentration at half of the fitted maximal effect; nearly all actives have a fitted effect of over 60% in size
#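 Multi-concentration qHTS readout: loss of Rap1B-bound BODIPY-GDP fluorescence driven by 100 nM EPAC1 with excess GDP (50 uM), monitored kinetically at room temperature; agonist response expressed relative to 6.5 mM cAMP.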
# * marks the source's active call; other numbers are inactive results; u = inconclusive; x = not tested or not shown; [ ] = remark or other dose. Unless noted, the call rests on the fitted dose curve; in most records, active means well fitted curve in the direction sought with a large enough effect; inconclusive means small, poorly fitted or top-dose-only effect, or another doubt; inactive means no such curve, though single readings can be large; an effect the other way counts as inactive or inconclusive.
SMILES,Abeta rescue,PLK1 PBD inh,FUS suppressor,PI5P4Ka inh,IL2 activator,WRN helicase inh,EPAC1 antag,EPAC1 ag
COc1cc2c(cc1[N+](=O)[O-])-c1ccc([N+](=O)[O-])cc1C2=NNC(N)=S,0%,9.5µM*,-27%,-59*,3.2,-26%,9%,7%
O=C(CN(c1cccc(C(F)(F)F)c1)S(=O)(=O)c1ccc(Cl)c([N+](=O)[O-])c1)NCc1ccccc1Cl,11%,-6%,27%,-7,-1.2,-4%,-24%,-7%
O=S(=O)(Nc1ccc(F)cc1)N1CCOCC1,-3%,3%,-19%,4,-0.7,1%[57.1 µM],-14%,-3%
O=C(Nc1nccs1)c1cccc2ccccc12,14%,-8%,-2%,0,2.4,2%,-12%,13%
C=CCc1cc(OC)ccc1OCCN1CC(C)OC(C)C1 (centres undefined),-10%,-3%,-4%,-3,1.4,11%,-11%,1%
C=CCn1c(CCC(=O)O)ccc1-c1ccc(OC)cc1,5%,-7%,44%,x,-2.5,9%,-16%,16%
COc1ccc(CN2CCN(c3cccc(C)c3C)CC2)cc1OC,0%,-4%,-5%,0,-0.5,3%,6%,-4%
O=C(Nc1ccc(Cl)cc1)Nc1nnc(CSCc2ccc(Cl)cc2)s1,3%,-18%,-9%,0,0.8,0%,2%,19%
Cc1nn2c(N3CCOCC3)cc(C(C)C)nc2c1-c1ccccc1,10%,8%,-33%,7,-3.9,3%,9%,0%
O=C(COC(=O)c1cc(Cl)ccc1[N+](=O)[O-])Nc1cccc2ccccc12,-24%,-11%,x,-1,0.4,-22%,-7%,0%
O=C(N/N=C/c1cccc2ccccc12)c1n[nH]c2c1CCCC2,3%,-13%,-11%,-1,0.3,-3%,-12%,7%
CC1(C(=O)NS(=O)(=O)c2ccc(C#N)cc2)CCN1C(=O)c1cccc(F)c1 (centres undefined),-11%,-7%,-14%,-2,-0.4,4%,-4%,18%
CCCSc1nnc(NC(=O)c2ccco2)s1,15%,-7%,-3%,-4,-1.0,7%,0%,8%
COc1cc(COCC(O)CN2C(C)CCCC2C)cc(OC)c1OC (centres undefined),-5%,2%,-13%,-8,0.4,10%,9%,2%
O=C(C1CCCN(S(=O)(=O)c2cccs2)C1)N1CCN(C2CCCCC2)CC1 (centres undefined),7%,-1%,3%,-5,0.3,-3%,-7%,1%
CCn1c(COC(=O)CNC(=O)c2cc(OC)c(OC)c(OC)c2)nc2cc(S(=O)(=O)N(C)C)ccc21,11%,4%,11%,2,-7.2,-8%,-9%,3%
C=CCN(Cc1cccc(OC)c1OC)C(=O)Oc1ccccc1,-6%,-2%,0%,0,0.6,2%,11%,20%
Cc1ccc(S(=O)(=O)N2C[C@]3(O)C[C@@H]4C(=O)N(c5ccccc5)C(=O)[C@@H]4C[C@]3(OC(=O)Nc3c(C)noc3C)C2)cc1,3%,-13%,-18%,-1,0.5,-3%,-27%,10%
N#C/C(=C/c1ccc(O)c([N+](=O)[O-])c1)C(=O)Nc1ccccc1,13%,-12%,56%,-61*,-2.9,-35%,-1%,-8%
CCOC(=O)C1=C(c2ccccc2)NC(SCC(=O)Nc2ccc(C)cc2)=C(C#N)C1c1ccco1 (centres undefined),-3%,1%,12%,x,-0.2,-9%,-19%,6%
CCCCC1(C2CCCC2)NC(=O)NC1=O (centres undefined),8%,4%,-18%,1,-0.2,-1%,-8%,2%
O=C1C(C=NCCCN2CCOCC2)=C(O)c2ccccc21,12%,-2%,-5%,-3,-0.3,0%,0%,2%
COc1ccc(C2=NOC(C(=O)NCCCN3CCOCC3)C2)cc1 (centres undefined),11%,0%,9%,x,0.4,6%,3%,4%
S=c1[nH]nc(NCCCN2CCOCC2)s1,0%,12µM*,-9%,-69*,1.2,-6%,8%,1%
CCOc1cccc(/C=N/NC(=O)CC2C(=O)NN=C2C)c1O (centres undefined),-17%,1%,-9%,0,0.5,-5%,23%,-1%
CC(C)Cc1cc(C(=O)N2CCCC(CCC(=O)N(C)CCc3ccccn3)C2)no1 (centres undefined),12%,-6%,2%,2,-0.1,4%,10%,8%
O=C(NC(c1ccc(-c2ccccc2)cc1)c1cnccn1)C1CCN(CCN2C(=O)c3ccccc3C2=O)CC1 (centres undefined),-11%,-10%,24%,-2,0.3,9%,-5%,18%
O=C(NNC(=O)c1ccc(Cl)cc1Cl)c1ccc2ccccc2c1,-14%,-13%,-5%,-5,-0.7,-11%,15%,10%
CCc1cc(C)cc(OCCOc2ccccc2/C=N/NC(C)=O)c1,1%,-3%,-5%,6,-1.3,-2%,-10%,-8%
CCCCC(=O)Nc1cc(OCC)c(NC(=O)c2ccccc2[N+](=O)[O-])cc1OCC,-2%,2%,3%,x,0.0,-3%,6%,3%
N=C(N)Sc1nc(N2CCCCC2)nc(N2CCCCC2)n1,4%,-5%,x,4,-3.9,-5%,6%,6%
CSc1ccc(/C=C(/NC(=O)c2ccco2)C(=O)N2CCOCC2)cc1,-5%,2%,x,4,-1.8,-24%,-14%,-2%
O=C(CSCc1ccc(F)cc1)NCc1cccs1,u,1%,-7%,-6,-0.2,-7%,-5%,3%
COc1ccc(NC(=O)C2CCC(N3C(=O)C4C5C=CC(C5)C4C3=O)CC2)cc1 (centres undefined),9%,-2%,7%,3,-0.4,5%,7%,-1%
Nc1nnnn1/N=C/c1cc(Cl)cc(Cl)c1O,4%,12µM*,-8%,-22,0.5,-14%,-3%,3%
Cn1c(SCC(=O)Nc2ccc3c(c2)OCCO3)nnc1-c1ccccn1,2%,-8%,11%,x,-2.3,5%,-13%,0%
CCN(C(=O)COC(=O)CNC(=O)c1ccc(C)c(C)c1)C1CCS(=O)(=O)C1 (centres undefined),4%,u,11%,-1,-0.7,4%,2%,6%
CCC(CC)C(=O)c1c[nH]c(C(=O)O)c1,-5%,-10%,6%,4,-3.3,9%,-10%,-1%
NC(=O)C1CCN(C(=O)COc2ccc3c(c2)oc(=O)c2ccccc23)CC1,6%,-3%,5%,-1,0.2,8%,-6%,-5%
O=C1CC(c2cc([N+](=O)[O-])ccc2Cl)c2c(ccc3ccccc23)N1 (centres undefined),8%,-6%,x,-4,-0.5,-1%,7%,-8%

# Whole records as entered above. Values in the order: Abeta rescue, PLK1 PBD inh, FUS suppressor, PI5P4Ka inh, IL2 activator, WRN helicase inh, EPAC1 antag, EPAC1 ag
# N=C(N)Sc1nc(N2CCCCC2)nc(N2CCCCC2)n1 is listed with 4%, -5%, x, 4, -3.9, -5%, 6%, 6%
# O=C(CSCc1ccc(F)cc1)NCc1cccs1 is listed with u, 1%, -7%, -6, -0.2, -7%, -5%, 3%
# COc1ccc(NC(=O)C2CCC(N3C(=O)C4C5C=CC(C5)C4C3=O)CC2)cc1 (centres undefined) is listed with 9%, -2%, 7%, 3, -0.4, 5%, 7%, -1%
# CCC(CC)C(=O)c1c[nH]c(C(=O)O)c1 is listed with -5%, -10%, 6%, 4, -3.3, 9%, -10%, -1%

# Next section
SMILES,Abeta rescue,PLK1 PBD inh,FUS suppressor,PI5P4Ka inh,IL2 activator,WRN helicase inh,EPAC1 antag,EPAC1 ag
COc1ccc(CN2C(=O)c3cccnc3C2=O)cc1S(=O)(=O)N1CCCCC1,x,-1%,2%,2,0.9,-5%,0%,5%
Cc1nnc2ccc(-c3ccc(NC(=O)c4ccco4)cc3)nn12,-4%,-16%,42%,-15,2.8,-23%,-22%,-11%
COCCNC(=O)CN1C(=O)CSc2ccc(S(=O)(=O)N3CCOCC3)cc21,4%,-9%,3%,19,-3.1,1%,26%,-10%
Cc1cccc(Cc2nnc(CCC(=O)N3CCCCC3c3nccs3)o2)c1 (centres undefined),-5%,-9%,0%,0,-3.2,7%,7%,4%
CCOC(=O)c1ccccc1NC(=O)c1ccc2c(=O)n3c(nc2c1)CCCCC3,-6%,-3%,17%,-1,-3.5,-1%,-3%,13%
C#CCOCCOCCOCCNc1nc(N2CCN(C(=O)Cn3cc(CCCN=C(N)N)nn3)CC2)nc(N2CCN(C(=O)[C@H](CCCCN)n3cc(CCC(=O)O)nn3)CC2)n1,-10%,-1%,-30%,-7,0.6,2%,22%,-11%
CCN(CC)CCN(C(=O)c1cc(Cl)sc1Cl)c1nc2cc3c(cc2s1)OCO3,20%,-2%,0%,-4,-4.8,-20%,11%,-1%
Cc1ccc(NC2(c3nnnn3-c3c(C)cccc3C)CCCCC2)cc1,5%,-1%,44%,10,-3.1,2%,-11%,7%
Cc1ccc(CC(=O)Nc2ccc(C(=O)N3CCOCC3)cc2)cc1,11%,-11%,18%,-4,1.3,-9%,-7%,10%
Cc1ccc2c(C(=O)CN3CCSCC3)c(C)[nH]c2c1,2%,19µM*,3%,u,-2.7,1%,2%,6%
CCN(CC)C(=O)CSC1=Nc2ccccc2C2=NC(c3ccccc3)C(=O)N12 (centres undefined),-6%,-6%,3%,9,0.2,-8%,-20%,-3%
CN(C)CCNc1cc(-c2ccncc2)nc2ccccc12,-8%,-8%,30%,-1,-0.3,3%,15%,-10%
CCc1c(C)nc2ncnn2c1N1CCCC(C(=O)Nc2ccc(NC(C)=O)cc2)C1 (centres undefined),7%,-1%,x,2,-1.2,-3%,u,-9%
COCc1cc(C)nc(SCC(=O)Nc2nc(C)cs2)c1C#N,-3%,-3%,20%,5,0.7,6%,0%,8%
O=C(c1cc2cc([N+](=O)[O-])ccc2s1)N1CCCCC1,-2%,2%,12%,-1,0.4,7%,0%,7%
CCCC/C=C/C(NC(=O)CCc1ccccc1)c1ccccc1 (centres undefined),2%,-10%,6%,3,-0.3,0%,-5%,4%
COCC(=O)N1CCC(Oc2ccc(C(=O)NCCc3ncccc3C)cc2)CC1,3%,0%,5%,-1,-3.2,1%,-10%,-16%
Cc1nc(Cl)sc1C(=O)Nc1ccc(C(C)(C)C)cc1,-9%,-2%,24%,12,1.0,-9%,-18%,8%
CCN(CC)C(=O)C(=O)Nc1cc(C(F)(F)F)ccc1Cl,3%,-11%,5%,5,-0.6,-8%,3%,-1%
C[C@@H]1CN([C@H](C)CO)C(=O)CCCn2nncc2CO[C@@H]1CN(C)C(=O)Nc1ccc(N2CCCCC2)cc1,11%,-9%,-11%,-2,2.1,6%,-20%,3%
Nc1cc(N)nc(SCC(=O)NCC2CCCO2)n1 (centres undefined),6%,-4%,1%,x,-0.7,9%,-5%,-2%
CN1C(=O)NC(c2ccccc2[N+](=O)[O-])C2=C1CCCC2=O (centres undefined),3%,-26%,-2%,3,1.2,-16%,7%,6%
O=C(O)c1cc(-c2ccccc2)nc(-c2ccccc2)c1,23%,-9%,8%,-6,0.5,14%,10%,-9%
